Jurkat NFkB inh = lowers PMA/ionomycin-induced NF-kB signal in Jurkat cells. PMA/ionomycin-induced NF-kB luciferase reporter, luminescence. inhibition, % at 4 µM. hit rate 0.53% among 330,000. AID 435003; in the data active = inhibition above about 50%
Mdm2-MdmX inh = disrupts the human Mdm2-MdmX interaction | SaOS-2 split-luciferase Mdm2/MdmX complementation, luminescence | inhibition, % at 8 µM | hit rate 3% among 330,000;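 active = inhibition of at least 50% at 8 µM in the primary screen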
Target sequence (O15151 whole entry, looked up): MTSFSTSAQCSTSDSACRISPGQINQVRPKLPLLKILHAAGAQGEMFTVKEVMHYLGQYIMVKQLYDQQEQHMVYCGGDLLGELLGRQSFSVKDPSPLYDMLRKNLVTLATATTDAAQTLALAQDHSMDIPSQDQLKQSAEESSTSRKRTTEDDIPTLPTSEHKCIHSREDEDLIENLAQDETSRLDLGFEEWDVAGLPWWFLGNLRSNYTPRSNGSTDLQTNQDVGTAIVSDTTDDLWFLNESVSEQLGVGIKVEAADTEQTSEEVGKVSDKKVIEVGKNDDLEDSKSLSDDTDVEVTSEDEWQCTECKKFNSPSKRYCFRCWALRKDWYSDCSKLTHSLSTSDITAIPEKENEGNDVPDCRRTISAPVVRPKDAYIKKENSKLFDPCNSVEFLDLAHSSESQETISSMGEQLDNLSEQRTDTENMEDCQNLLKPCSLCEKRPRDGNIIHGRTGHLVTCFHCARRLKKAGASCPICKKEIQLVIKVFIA
Target sequence (Q00987 whole entry, looked up): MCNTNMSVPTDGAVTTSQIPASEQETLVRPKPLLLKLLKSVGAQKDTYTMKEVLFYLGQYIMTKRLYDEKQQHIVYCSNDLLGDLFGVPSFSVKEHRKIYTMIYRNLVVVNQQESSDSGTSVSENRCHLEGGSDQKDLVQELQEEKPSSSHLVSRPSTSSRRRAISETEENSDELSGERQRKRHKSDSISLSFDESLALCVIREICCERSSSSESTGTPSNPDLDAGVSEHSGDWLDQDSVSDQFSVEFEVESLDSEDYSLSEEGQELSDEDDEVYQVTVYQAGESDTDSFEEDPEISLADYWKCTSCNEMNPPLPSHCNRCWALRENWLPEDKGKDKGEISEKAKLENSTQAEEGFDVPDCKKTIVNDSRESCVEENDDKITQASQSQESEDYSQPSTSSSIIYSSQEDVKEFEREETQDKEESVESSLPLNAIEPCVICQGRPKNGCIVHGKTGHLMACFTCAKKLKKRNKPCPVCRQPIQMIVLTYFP
697 NFkB inh = lowers PMA/ionomycin-induced NF-kB signal in 697 B cells; inhibition, % at 4 µM; hit rate 0.33% among 330,000; AID 435022; 697 B-cell NF-kB luciferase reporter, 16 h; in the data active = inhibition above about 35%
TIM10 inh = inhibits growth of TIM10 yeast strain | S. cerevisiae TIM10 strain growth, BacTiter-Glo luminescence, 24 h | inhibition, % at 10 µM | hit rate 1.4% among 330,000;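 active = inhibition of 40% or more at the single tested concentration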;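 also: wild-type TIM10 isogenic control strain grown at permissive 25 °C; 0% = DMSO yeast wells and 100% = minimal medium wells without yeast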
tim10-1 inh = growth inhibitors of tim10-1 mutant yeast; AID 463190; hit rate 2.2% among 330,000; inhibition, % at 20 µM; S. cerevisiae tim10-1 ts strain growth, BacTiter-Glo, 24 h;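 active = inhibition of at least 40%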;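 also: mutant grown at 25 °C; 0% = DMSO wells with yeast and 100% = wells holding no yeast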
UPR XBP1 act = adaptive UPR (XBP1) activation; activation, % at 20 µM; hit rate 0.33% among 330,000; CHO-XBP1 luciferase reporter, IRE1-XBP1 UPR activation, luminescence; percent of tunicamycin response, DMSO as zero; AID 463104;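 active = versus positive control, 20 µM dose yields 30% or more activation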;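 also: 100% = tunicamycin at 10 µg/mL and 0% = DMSO only wells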
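Material: CHO-XBP1 cells stably carrying IRE1-XBP1-driven luciferase reporter | Medium: F12 with 10% serum | Compound dosing: 20 µM single concentration, DMSO 1% | Incubation: Overnight seeding at 37 °C, 6 h compound treatment at 37 °C | Detection: Steady-Glo luminescence read | Read-out basis: % activation of reporter signal versus tunicamycin and DMSO controls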
CHOP UPR activ = apoptotic UPR (CHOP) activation. CHO-CHOP luciferase reporter, luminescence; percent of tunicamycin response over DMSO baseline. activation, % at 10 µM. hit rate 0.34% among 330,000. AID 449763;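 active = at 10 µM dose, activation of 40% or more, normalized to positive control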;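 also: 100% = tunicamycin at 10 µg/mL and 0% = DMSO alone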
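Dosing – one dose, 10 µM in 0.5% DMSO · System – CHO-CHOP cells, stable luciferase reporter of PERK-eIF2a-CHOP signalling · Input – 500 cells/well · Control set – tunicamycin 10 µg/mL final as positive, DMSO-only wells as negative · Timing – 6 h compound treatment, 37 °C · Measure – % activation vs tunicamycin · Technique – luminescence read with Steady-Glo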
tim23-1 inh = growth inhibitors of tim23-1 mutant yeast; S. cerevisiae tim23-1 growth, BacTiter-Glo luminescence, 24 h; inhibition, % at 20 µM; hit rate 1.3% among 330,000; AID 463212;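 active = growth inhibition of the mutant yeast at or above 50%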;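 also: temperature-sensitive mutant grown at 25 °C; plate controls were DMSO-treated mutant yeast for no effect and medium wells lacking yeast for full effect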
Numbers without * were called inactive.

SMILES	Jurkat NFkB inh	Mdm2-MdmX inh	697 NFkB inh	TIM10 inh	tim10-1 inh	UPR XBP1 act	CHOP UPR activ	tim23-1 inh
Cc1ccc(C(=O)O/N=C2\CCS(=O)(=O)c3sccc32)cc1	-5.5	-24.5	8.3	-7.6	-1.7	3.7	0.8	-0.7
CS(=O)(=O)N(CC(=O)NCCSCc1ccccc1)c1ccccc1Cl	12.8	15.2	6.1	9.6	12.8	-3.8	0.7	10.4
Cn1c(SCc2cccnc2)nc2cccnc21	-21.2	-24.7	-27.1	-2.5	16.5	-2.9	0.5	3.9
CC1CCCCC1NS(=O)(=O)CCNC(=O)c1ccc2c(c1)OCO2 (centres undefined)	9.5	2.3	17.9	2.2	18.3	-1.3	-1.3	20.6
COc1cccc(CN2CCN(Cc3[nH]c4ccccc4c3C)CC2CCO)c1 (centres undefined)	-0.7	18.3	-1.9	7.6	10.3	-3.7	-0.7	-0.7
O=C(Nc1ccccc1N1CCCCC1)c1cccs1	-0.5	5.1	-0.3	6.2	16.6	1.4	-2.5	28.8
O=C(OCC(=O)N1CCCC1=O)c1cc(S(=O)(=O)N2CCOCC2)ccc1Cl	-0.8	6.8	7.1	-2.2	-17.2	-3.5	1.2	15.0
Cc1ccc(S(=O)(=O)NC(=O)c2cccn2C)cc1	-2.8	-7.7	0.8	-13.2	8.8	0.4	-1.0	4.5
Cc1ccc(N(CN2C(=O)C3C4CCC(C4)C3C2=O)C(=O)c2ccco2)cc1 (centres undefined)	-2.2	18.4	-11.8	-2.8	-0.4	2.1	-0.5	23.5
CCOc1ccc(-n2c(O)c(/C=N/Nc3nnc(C)c(=O)[nH]3)c3ccccc3c2=O)cc1	0.3	-3.4	17.8	-18.6	-26.5	-3.0	-1.8	18.6
CC(=O)NCCCC(=O)NC(CCC(=O)OCc1ccccc1)C(=O)OCc1ccccc1 (centres undefined)	2.3	7.7	3.5	2.4	14.7	-1.8	-0.1	12.5
CN1CCN(S(=O)(=O)c2ccc(Oc3ccc(F)cc3Br)nc2)CC1	-10.2	11.1	5.5	3.9	2.4	0.2	-0.2	23.2
COc1ccc(C(=O)N2CCc3ccccc32)cc1S(=O)(=O)N1CCOCC1	-0.5	27.9	12.6	6.0	-5.5	-2.1	-1.4	4.3
CNC(=O)Nc1cc(C(F)(F)F)cc(C(F)(F)F)c1	-14.0	33.1	0.9	5.9	-9.2	4.3	-0.2	-12.1
O=C(O)C1C2CCC(C2)C1C(=O)Nc1ccccc1 (centres undefined)	-15.7	16.1	10.1	-3.4	-10.8	0.0	-1.4	4.9
CCOc1ccc(C(=O)N2CCN(c3ccccc3)CC2)cc1OCC	-5.5	23.0	-10.1	12.6	18.3	-5.5	0.1	14.2
CCOc1ccc(NC(=O)CNc2cccc(S(=O)(=O)N3CCCCCC3)c2)cc1OCC	0.3	23.5	8.6	-5.0	-2.2	-6.3	2.3	1.7
CCCOc1ccc(N2C(=O)CC(SC(=NCC)Nc3cccc(F)c3)C2=O)cc1 (centres undefined)	-13.5	38.2	-11.7	-18.0	11.8	2.5	-1.8	5.5
O=C(O)c1ccc(CN2C(=O)c3ccccc3S2(=O)=O)cc1	-10.1	3.2	3.4	2.1	2.3	4.5	-2.3	5.7
CCOC(=O)COC(=O)c1ccc(O)cc1	5.4	11.3	8.6	12.3	7.0	1.8	0.0	-1.4
CN(c1ccccc1C(=O)Nc1cccc([N+](=O)[O-])c1)S(=O)(=O)c1ccccc1	3.0	-20.1	11.1	-7.8	4.3	-3.2	-1.2	38.4
O=C(Nc1ccc2c(c1)OCCO2)c1ccncc1	-41.2	-6.7	-73.9	7.6	9.5	1.5	-1.6	6.7
COc1ccc(-c2cc(C(=O)Nc3ccccc3)on2)cc1	-80.2	-53.2	3.4	-7.2	-22.9	-3.7	0.5	-18.1
CC(C)n1ncc2c(C(=O)Nc3cccc(S(=O)(=O)N(C)C)c3)cc(C3CC3)nc21	-7.5	12.7	19.9	13.8	16.5	2.3	0.1	26.5
Cn1cc(C=C2C(=O)CC(C)(C)CC2=O)c2ccccc21	-21.8	7.1	16.1	20.8	39.4	-3.6	-2.0	31.9
O=C(COC(=O)CCC(=O)c1ccc(F)cc1)Nc1ccccc1	3.7	11.6	2.5	-3.2	-9.0	3.9	0.9	4.2
Oc1ccc(N2CCN(Cc3ccc(OCCCN4CCCCC4)cc3)CC2)cc1	-20.9	6.2	7.2	-8.6	1.2	-2.7	0.0	-10.0
COc1cc(NC(=O)c2ccc(C)cc2)c(OC)cc1NC(=O)CN1CCCCC1	13.7	32.7	0.8	8.1	11.9	-1.4	-0.8	21.0
c1ccc(-c2nc(N3CCOCC3)cc(N3CCOCC3)n2)cc1	-3.9	44.6	3.4	10.6	5.5	-3.4	-0.5	28.1
O=C(CN1CCN(c2nc(-c3ccc(F)cc3)cs2)CC1)Nc1ccc2c(c1)OCO2	-8.2	6.6	5.7	6.0	45.7*	-2.5	-0.3	27.4
Cc1[nH]c2ccccc2c1C(=O)C(C)OC(=O)c1ccc(Cl)nc1 (centres undefined)	12.2	12.4	-2.7	20.0	20.0	0.2	0.5	34.8
O=C(NC(=S)NCC1COc2ccccc2O1)c1ccccc1 (centres undefined)	3.3	24.2	-14.6	39.4	37.6	3.8	0.3	43.7
COc1ccc(CCN2CC(C(=O)N3CCN(C(C)=O)CC3)CCC2=O)cc1 (centres undefined)	-12.8	24.9	-19.1	11.9	0.0	-6.2	0.4	10.8
N#C/C(=C/c1cc(Br)cs1)C(=O)NCC1CCCO1 (centres undefined)	-12.9	14.8	13.6	-2.3	28.1	-1.5	-0.6	23.3
CSCc1c(C(=O)Nc2ccccc2N2CCOCC2)oc2ccccc12	0.6	-21.8	-23.7	9.5	1.0	-2.4	1.7	7.0
Cc1cc(C)c(NC(=O)CN2C(=O)NC3(CCCc4ccccc43)C2=O)c(Cl)c1 (centres undefined)	-1.5	0.0	21.4	8.5	9.7	-0.7	-1.7	-4.0
CN(C)c1ccc(-n2cccc2)cc1	13.6	2.2	10.7	-6.4	-6.8	1.7	1.0	-1.3
Cc1[nH]c2ccccc2c1C(=O)CN1C(=O)NC2(CCCCCC2)C1=O	10.3	12.2	-4.2	-4.5	9.6	-2.2	-1.0	14.5
COc1ccc(C(=O)NC(=S)Nc2cc(C)ccn2)cc1[N+](=O)[O-]	-3.0	-15.9	-0.8	5.2	2.5	2.8	4.4	-11.8
CC(C)(C)NC(=O)NCc1ccco1	-16.6	10.8	-26.3	-2.1	9.0	-3.7	1.1	-1.0
COc1ccc2c(Cl)c(C(=O)N/N=C/c3ccc4c(c3)OCO4)sc2c1	0.5	19.8	-18.7	-6.7	6.4	1.2	0.2	-15.2
Cc1ccc(-c2ccc(/C=C(\C#N)C(N)=S)n2C)cc1	-36.0	-7.7	-80.3	28.1	6.8	7.5	5.2	41.7
Nc1nncn1C(=O)c1ccc(Cl)cc1Cl	-2.2	17.8	6.4	-8.1	-0.3	-3.1	-1.0	9.7
CCOCC(O)CNC(=O)c1ccc2nc(Cc3ccc(OC)c(OC)c3)oc2c1 (centres undefined)	-17.8	13.3	-4.8	-8.2	-17.5	-3.2	2.6	-14.5
O=C(COC(=O)/C=C/c1ccccc1)Nc1cccnc1Cl	10.6	-0.7	30.0	4.4	5.2	1.1	1.7	11.5

Arranged by value in Jurkat NFkB inh (lowest first): 3 from the list above
| Compound | Jurkat NFkB inh | Mdm2-MdmX inh | 697 NFkB inh | TIM10 inh |
| --- | --- | --- | --- | --- |
| COc1ccc(CCN2CC(C(=O)N3CCN(C(C)=O)CC3)CCC2=O)cc1 (centres undefined) | -12.8 | 24.9 | -19.1 | 11.9 |
| CC(=O)NCCCC(=O)NC(CCC(=O)OCc1ccccc1)C(=O)OCc1ccccc1 (centres undefined) | 2.3 | 7.7 | 3.5 | 2.4 |
| CS(=O)(=O)N(CC(=O)NCCSCc1ccccc1)c1ccccc1Cl | 12.8 | 15.2 | 6.1 | 9.6 |

(list continues)
SMILES	Jurkat NFkB inh	Mdm2-MdmX inh	697 NFkB inh	TIM10 inh	tim10-1 inh	UPR XBP1 act	CHOP UPR activ	tim23-1 inh
COCCNC(=O)c1cc2cc(Br)cc(OC)c2oc1=O	-7.9	3.5	4.8	-15.6	11.7	-2.0	1.9	20.8
CCC(C)c1nc2c(c(N3CCC3=O)c1-c1ccccc1)CCCC2 (centres undefined)	12.3	2.5	1.5	3.8	-6.3	-2.1	-0.2	-30.9
COc1ccccc1NC(=O)Cn1c(=O)n(-c2ccccc2)c(=O)c2oc3ccccc3c21	5.4	-0.1	1.0	-17.9	-17.2	-3.2	2.8	-14.5
Cc1cc(C)n(C(=O)c2ccccc2[N+](=O)[O-])n1	-6.7	-8.3	8.5	-5.0	1.2	0.0	1.1	-0.3
O=C(NC1CC2CCCC(C1)N2C(=O)Nc1ccccc1)C1CC1 (centres undefined)	4.9	4.5	12.8	3.8	-10.2	-4.4	1.1	7.5
Cc1ccccc1C(=O)Nc1ccccc1C(=O)N1CCC(C)CC1	17.1	5.9	5.0	9.6	12.0	-7.0	1.3	14.2
CCC(C)(C)NC(=O)C(c1cccc(OC)c1OC)N(CC(C)C)C(=O)CCC(=O)Nc1cc(C)on1 (centres undefined)	-7.0	0.0	15.2	4.4	2.2	-3.1	1.5	-0.2
COc1cc(S(=O)(=O)N2CCOCC2)ccc1F	-1.4	21.7	12.2	-5.1	4.3	-1.9	-0.3	5.9
Cc1nn(C)c(C(=O)NNC(=S)NC2CCCCC2)c1Br	-16.6	6.5	-16.6	-3.3	5.7	0.8	2.8	-8.3
COC(=O)c1ccc2c(=O)n(CCN3CCOCC3)c(SCC(=O)c3ccccc3)nc2c1	-22.6	-4.6	14.5	16.3	4.3	-3.2	-0.5	-3.8
NC(=O)CC(NC(=O)c1ccccc1)c1ccc(N2CCN(c3ccc(F)cc3)CC2)c([N+](=O)[O-])c1 (centres undefined)	21.2	28.7	0.8	9.1	-1.4	-3.3	0.4	3.4
O=C(Nc1ccccn1)C1CCN(S(=O)(=O)c2cccs2)CC1	-1.7	-3.2	6.5	3.9	-0.1	1.0	0.0	2.7
Cc1cc(=O)[nH]c(SCn2nnc3ccccc3c2=O)n1	0.0	-0.1	19.2	4.0	-1.0	1.1	0.2	11.1
Cc1ccc(OCC(=O)Nc2ccc3c(c2)nc2n3CCOC2)cc1	-6.4	9.2	5.3	12.7	6.0	-2.0	2.1	-2.5
Cc1ccc(S(=O)(=O)Nc2ccc(NC(=O)c3c(F)c(F)c(F)c(F)c3F)cc2)cc1	11.6	8.1	18.1	-8.2	-14.3	6.8	-1.0	-10.1
N/C(=N\OCc1ccc([N+](=O)[O-])cc1)c1ccncc1	-33.1	3.0	-11.3	-5.1	0.4	-2.4	3.6	2.4
CCSc1nnc(NC(=O)C2CC=CCC2C(=O)O)s1 (centres undefined)	0.1	1.6	12.2	2.6	-2.0	2.1	-0.1	5.6
O=C(O)CCN1/C(=C/C=Nc2ccccc2)Oc2ccccc21	2.8	9.5	12.5	-1.3	-1.3	-0.5	0.6	-12.9
Cn1c(=O)c2c(nc(N/N=C/c3ccc(OC(=O)c4ccco4)cc3)n2Cc2ccccc2Cl)n(C)c1=O	13.5	33.6	14.1	8.7	11.3	5.9	17.7	2.3
CCn1c(=S)sc2c(=O)n(CC(=O)Nc3ccc(Cl)cc3)c(C)nc21	12.4	19.5	-2.5	19.8	9.6	-4.1	0.9	16.4
CSc1ccccc1NC(=O)CN(C)CC(=O)Nc1c(F)cccc1F	4.7	-3.1	4.3	-12.7	8.3	1.4	1.1	7.1

Reprinted at random: two entries already listed
SMILES	Jurkat NFkB inh	Mdm2-MdmX inh	697 NFkB inh	TIM10 inh	tim10-1 inh	UPR XBP1 act	CHOP UPR activ	tim23-1 inh
O=C(O)CCN1/C(=C/C=Nc2ccccc2)Oc2ccccc21	2.8	9.5	12.5	-1.3	-1.3	-0.5	0.6	-12.9
CCn1c(=S)sc2c(=O)n(CC(=O)Nc3ccc(Cl)cc3)c(C)nc21	12.4	19.5	-2.5	19.8	9.6	-4.1	0.9	16.4

High-throughput results as filed in PubChem.
